SSB-PriA inh – inhibitors of Klebsiella pneumoniae PriA binding to SSB C-terminal tail. AlphaScreen SSBct-PriA binding, biotinylated peptide. inhibition, % at 33 µM. 430,000 tested, 0.6% active. AID 1272365; in the data active means inhibition mostly above about 37%, no sharp cut-off; inactive means mostly below about 20%;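 further: plate controls were negative control peptide for no effect and reference peptide for full effect; strong numbers were not always called active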
An asterisk follows results filed as active; & = joins results of further samples.

`CC(C)(C)C(=O)Nc1ccc(N2CCCCC2=O)cc1` gave SSB-PriA inh 9.
For CSc1cccc(C(=O)N(Cc2ccccn2)c2nc3c(F)cc(F)cc3s2)c1 the results were SSB-PriA inh -7.
For C=CCOc1cccc(C=NNC(=O)C(=O)NCc2ccco2)c1 the results were SSB-PriA inh -3.
Screening CCOC(=O)/C=C/C(=O)Nc1ccc(S(=O)(=O)N2CCC(C)CC2)cc1 returned SSB-PriA inh 0.
`COCC(=O)N1CCCc2ccc(NS(=O)(=O)Cc3ccccc3Cl)cc21` gave SSB-PriA inh 3.
`Cc1nn(-c2ccccc2)c(OC(=O)Cc2ccccc2)c1Sc1c(F)c(F)c(F)c(F)c1F` gave SSB-PriA inh -13.
CCOc1ccc(C2C(=C(O)c3cccc(OC)c3)C(=O)C(=O)N2c2cc(C)on2)cc1OC (configuration not stated) was read as SSB-PriA inh -12.
`COc1cc(C2CC(=O)N(CC(=O)Nc3ccccc3C(F)(F)F)c3ccccc3S2)cc(OC)c1OC` (configuration not stated) gave SSB-PriA inh -11&0.
CCS(=O)(=O)c1ccc(CC(=O)Nc2nnc(Cc3ccc(SC)cc3)o2)cc1 was read as SSB-PriA inh -4.
Screening Cc1cc(N2CCCCC2)nc(N2CCN(C(=O)c3ccc(C(C)(C)C)cc3)CC2)n1 returned SSB-PriA inh -18.
Cc1ccccc1Cn1nnc(C(=O)Nc2cc(F)ccc2F)c1N was read as SSB-PriA inh -15.
Screening O=C(Nc1cc(-n2cncn2)ncn1)c1ccc(S(=O)(=O)N2CCCC2)cc1 returned SSB-PriA inh -2.
`O=C(Cc1csc(Nc2ccccc2)n1)NCc1ccccn1` gave SSB-PriA inh 11.
`CC1CCCN(S(=O)(=O)c2ccc(C(=O)N(CCN(C)C)c3nc4cc5c(cc4s3)OCO5)cc2)C1` (configuration not stated) gave SSB-PriA inh 22.
COc1ccc(NC(=O)C(=O)NCCCN2CCOCC2)c(OC)c1 was read as SSB-PriA inh -9.
Cc1ccc(-n2ccnc2N2CCN(C(=O)c3cc(=O)c4ccccc4o3)CC2)cc1 was read as SSB-PriA inh -8.
Screening CCc1ccc2nc(N(CCCN(C)C)C(=O)c3ccc(OC)c(OC)c3)sc2c1 returned SSB-PriA inh 6.
COc1cc([C@H]2C3=C(CCCC3=O)N=C(SCC(=O)Nc3ccccc3F)C2C#N)ccc1O (some centres not stated) was read as SSB-PriA inh -6.
Screening CCCCn1c(CNC(=O)C23CC4CC(CC(C4)C2)C3)nnc1SCc1ccc([N+](=O)[O-])cc1 returned SSB-PriA inh 4.
Screening COc1ccc(S(=O)(=O)N2CCN(c3cc(-n4cccc4)nc(C)n3)CC2)cc1C returned SSB-PriA inh 27.
O=C(c1ccco1)N1CCc2ccc(NS(=O)(=O)CCOc3ccccc3)cc2C1 was read as SSB-PriA inh 10.
For O=C(NCCS(=O)(=O)N1CCN(c2ccccn2)CC1)c1cccc(Cl)c1 the results were SSB-PriA inh -15.
CN(C)C(CNC(=O)c1ccc(Br)o1)c1ccco1 (configuration not stated) was read as SSB-PriA inh -15.
COc1ccc(CC(=O)NCCc2ccc(N(C)C)cc2)cc1OC was read as SSB-PriA inh 4.
`CC(=NNC(=S)NC(C)C)c1ccc(Cl)c([N+](=O)[O-])c1` gave SSB-PriA inh -14.
`COc1ccc(CC(=O)Nc2ccc3c(c2)N(C(=O)C2CCCC2)CC3)cc1` gave SSB-PriA inh 3.
Screening COC(=O)c1ccc(C(=O)NCC2CCN(c3ccc(C)nn3)CC2)cc1 returned SSB-PriA inh -3.
`Cc1nc2ccccc2n1S(=O)(=O)N1CCOCC1` gave SSB-PriA inh 1.
COc1ccc(CCNC(=O)[C@@H]2CSc3nc(C(C)(C)C)cc(=O)n3C2)cc1OC was read as SSB-PriA inh -23.
Screening CCOc1ccc(C=NNC2=NCCCCC2)cc1 returned SSB-PriA inh -12.
For O=C(NN=C/C(Br)=C/c1ccccc1)c1ccccc1[N+](=O)[O-] the results were SSB-PriA inh 1.
Screening O=C(Nc1c(-c2cccs2)nc2ccccn12)c1ccc(Cl)c([N+](=O)[O-])c1 returned SSB-PriA inh 15.
`CCCOc1ccc(-c2csc(NC(=O)C3CCCCN3S(C)(=O)=O)n2)cc1` (configuration not stated) gave SSB-PriA inh -4.
Screening N#CC(=C(O)CSc1nnc(Cc2cccs2)n1C1CCCCC1)c1nc2ccccc2[nH]1 returned SSB-PriA inh -9.
`CCOC(=O)C(C)=NNc1nc(-c2ccc(NC(C)=O)cc2)cs1` gave SSB-PriA inh 16.
For Nn1c(-c2ccccc2)n[nH]c1=S the results were SSB-PriA inh 5.
For O=C(Nc1ccc(I)cc1)N1CCOCC1 the results were SSB-PriA inh -15.
O=C(Nc1nc2ccccc2s1)c1ccc(N2CCCCC2)nn1 was read as SSB-PriA inh -11.
For Cn1cc(C(=O)NN=Cc2c(O)ccc3ccccc23)ccc1=O the results were SSB-PriA inh -5.
CCN(N=Cc1ccccc1)c1cc(=O)n(C)c(=O)[nH]1 was read as SSB-PriA inh 0.
Cn1c(=O)c(C(=O)N2CCN(c3ccccc3F)CC2)cc2cccnc21 was read as SSB-PriA inh -16.
For Cc1nn(C)c(C)c1C=NNC(=O)C(C)(C)Oc1ccc(Cl)cc1 the results were SSB-PriA inh -5.
Screening Cc1ccc(NC(=O)c2nnn(Cc3ccccc3C)c2N)c(Br)c1 returned SSB-PriA inh 7.
`CC(=O)SCC(=O)Nc1sc2c(c1C#N)CCCC2` gave SSB-PriA inh 13.
Screening CCOC(=O)c1[nH]c2ccccc2c1NC(=O)/C=C/c1ccccc1 returned SSB-PriA inh 9.
`CCCc1ccc(C(=O)N2CCc3ncncc3C2)cc1` gave SSB-PriA inh -6.
Screening O=C(NN=Cc1ccc(-c2ccccc2[N+](=O)[O-])o1)C1COc2cc3ccccc3cc2O1 (configuration not stated) returned SSB-PriA inh 7.
`Nc1ncnc(NNC(=O)CNC(=O)c2ccco2)c1[N+](=O)[O-]` gave SSB-PriA inh -12.
`CCn1c(=O)c2c(nc(-n3nc(C)cc3C)n2C)n(C)c1=O` gave SSB-PriA inh 1.
O=C(COc1ccccc1F)Nc1ccc2c(c1)N(C(=O)C1CCCO1)CC2 (configuration not stated) was read as SSB-PriA inh 7.
`COc1cccc2sc(OC3CN(S(=O)(=O)C4CC4)C3)nc12` gave SSB-PriA inh -4.
Screening COc1ccc(C(F)(F)F)cc1NC(=O)CSc1ccc(NC(C)=O)nn1 returned SSB-PriA inh -11&18.
COc1ccc(-c2cnc(C(=O)Nc3ccccc3SC)o2)cc1 was read as SSB-PriA inh -7.
`O=C(NCCn1ccc(-c2cccs2)n1)C1c2ccccc2Oc2ccccc21` gave SSB-PriA inh 4.
For O=C(Nc1ccc(N2CCCCC2=O)cc1)c1cc(Cl)ccc1[N+](=O)[O-] the results were SSB-PriA inh 4.
For Cc1nnc(-c2ccc(NC(=O)c3ccc(OC(C)C)cc3)cc2)o1 the results were SSB-PriA inh -20&7.
O=C1CS/C(=N\N=C2\NC(=O)C(CC(=O)c3ccc(F)cc3)S2)N1 (configuration not stated) was read as SSB-PriA inh 46*.
For Cc1ccc(C=NNC(=O)c2nnn(-c3nonc3N)c2C(C)C)o1 the results were SSB-PriA inh -3.
COc1cccc(C(=O)Nc2cc(-n3c(C)nc4ccccc4c3=O)ccc2F)c1OC was read as SSB-PriA inh 13.
O=C(Nc1ccc(C(F)(F)F)cc1)N1CCCC(Cc2nc(C3CC3)no2)C1 (configuration not stated) was read as SSB-PriA inh -24.
`CC1(C)CC(=O)C(C2OC(=O)c3ccccc32)=C(O)C1` (configuration not stated) gave SSB-PriA inh 3.
Screening Cc1cccc(NC(=O)Cn2nc(C(=O)N3CCN(C)CC3)cc2C)c1C returned SSB-PriA inh -14.
Screening Cc1ccc(S(=O)(=O)c2nc(Cc3ccccc3)oc2NCc2ccccc2)cc1 returned SSB-PriA inh -10.
For Cc1cc(Br)ccc1OCC(=O)N/N=C\c1ccc[nH]1 the results were SSB-PriA inh 12.
Screening O=C(NCCC(O)c1cccs1)C1c2ccccc2Oc2ccccc21 (configuration not stated) returned SSB-PriA inh 4.
Screening O=C(CNC(=O)c1ccccc1)Nc1cnc(N2CCOCC2)nc1 returned SSB-PriA inh -15.
Screening O=C(CCNc1n[nH]c(=O)[nH]c1=O)NN=Cc1ccc(Br)cc1 returned SSB-PriA inh -7.
Screening CC(Cn1cccn1)C(=O)O (configuration not stated) returned SSB-PriA inh -8.
For Cn1cc(C(=O)Nc2ccc3c(c2)CN(C(=O)C2CC2)CC3)nn1 the results were SSB-PriA inh -22.
For Cc1cc(NCc2ccccc2)ncn1 the results were SSB-PriA inh -3.
O=C(Nc1ccc(-c2csc(NC(=O)c3ccc(Br)s3)n2)cc1)c1ccc(Br)s1 was read as SSB-PriA inh -8&-5.
For O=C(NCc1ccc(C(O)c2ccco2)s1)c1ccc(Cl)s1 (configuration not stated) the results were SSB-PriA inh 1.
Screening CCOC(=O)NC(=O)C(C=Nc1ccc(Cl)cc1)=C(C)O returned SSB-PriA inh -11.
COc1ccc2c(c1)[nH]c1c(=O)n(N=CC3C(C)C=C(C)CC3C)c(=O)[nH]c12 (configuration not stated) was read as SSB-PriA inh 2.
CC(=O)c1cn(CC(=O)NCCc2ccc(Cl)cc2)c2ccccc12 was read as SSB-PriA inh -6.

Continued; the last two above are carried over.
COc1ccc2c(c1)[nH]c1c(=O)n(N=CC3C(C)C=C(C)CC3C)c(=O)[nH]c12 (configuration not stated) was read as SSB-PriA inh 2.
CC(=O)c1cn(CC(=O)NCCc2ccc(Cl)cc2)c2ccccc12 was read as SSB-PriA inh -6.
For Cc1ccc(-c2ccc(=O)n(CCCNC(=O)NC3CCCCC3)n2)cc1 the results were SSB-PriA inh -3.
`COc1ccc(S(=O)(=O)NCCCn2nc(-c3cccs3)ccc2=O)cc1F` gave SSB-PriA inh 2.
For Cc1ccc(S(=O)(=O)N2CCCCC2CC(=O)Nc2ccc(N(C)C)cc2)cc1 (configuration not stated) the results were SSB-PriA inh 54.
Cc1cc(F)ccc1S(=O)(=O)NCC(C)(O)c1ccco1 (configuration not stated) was read as SSB-PriA inh 17.
COc1cccc2sc(OC3CN(C(=O)Cn4c(=O)oc5ccccc54)C3)nc12 was read as SSB-PriA inh 4.
`O=C(c1ccc2ccccc2c1)N1CCO[C@H](c2ccccc2)C1` gave SSB-PriA inh 7.
COc1ccccc1CC(=O)NC1CCN(c2cc(C(F)(F)F)ncn2)CC1 was read as SSB-PriA inh -11.
For COc1ccc(CCNC(=O)CSc2nc(-c3ccccc3)cc(=O)[nH]2)cc1OC the results were SSB-PriA inh -8.
O=C(Nc1ccccc1C(F)(F)F)N1CC(c2nc(-c3ccc[nH]c3=O)no2)C1 was read as SSB-PriA inh -20.
COc1ccc(OC)c(NC(=S)N2CCc3[nH]cnc3C2c2ccc(F)cc2)c1 (configuration not stated) was read as SSB-PriA inh 30.
Clc1nc(-c2ccccc2Cl)c2cc(Br)ccc2n1 was read as SSB-PriA inh -14.
Screening C/C(C=NNc1nncc(=O)[nH]1)=C\c1ccccc1 returned SSB-PriA inh -4.
Screening Cc1ccc2nc(NC(=O)CSc3cn(CCNC(=O)c4cccs4)c4ccccc34)sc2c1 returned SSB-PriA inh -10.
Screening COc1cc(OC)c(C=NNC(=O)c2ccc([N+](=O)[O-])cc2)cc1Br returned SSB-PriA inh 0.
For O=C(Cc1cccs1)NCC1(O)CCc2ccccc2C1 (configuration not stated) the results were SSB-PriA inh -2.

Reprinted at random: six entries already listed
For Cc1ccc(-c2ccc(=O)n(CCCNC(=O)NC3CCCCC3)n2)cc1 the results were SSB-PriA inh -3.
For O=C(Cc1cccs1)NCC1(O)CCc2ccccc2C1 (configuration not stated) the results were SSB-PriA inh -2.
Screening COc1cc(OC)c(C=NNC(=O)c2ccc([N+](=O)[O-])cc2)cc1Br returned SSB-PriA inh 0.
For Cc1ccc(S(=O)(=O)N2CCCCC2CC(=O)Nc2ccc(N(C)C)cc2)cc1 (configuration not stated) the results were SSB-PriA inh 54.
COc1ccccc1CC(=O)NC1CCN(c2cc(C(F)(F)F)ncn2)CC1 was read as SSB-PriA inh -11.
Clc1nc(-c2ccccc2Cl)c2cc(Br)ccc2n1 was read as SSB-PriA inh -14.

Further entries.
Screening Cn1nc2c(c1NC(=O)/C=C/c1ccccc1Cl)CCC2 returned SSB-PriA inh 1.
For CC(C)NC(=O)Cn1c(CO)cnc1SCC(=O)NCCc1ccccc1 the results were SSB-PriA inh -11.
For Nc1nnnn1N=Cc1ccccc1C(F)(F)F the results were SSB-PriA inh -10.
O=C(NCc1ccccc1)Nc1c[nH]c2ccccc12 was read as SSB-PriA inh -8.
O=C1CCSCC(C(=O)NCCn2nc(-c3ccco3)ccc2=O)N1 (configuration not stated) was read as SSB-PriA inh -1.
Screening Cc1csc2nc(O)c(C(=O)NCc3ccco3)c(=O)n12 returned SSB-PriA inh -5&-4.
Screening CC(O)(CNC(=O)c1csc(-c2ccccc2)n1)c1ccc2c(c1)OCO2 (configuration not stated) returned SSB-PriA inh -7.
`O=C(NCCc1ccccc1)C(=O)NCC(c1ccsc1)N1CCc2ccccc2C1` (configuration not stated) gave SSB-PriA inh -8.
`CC(=O)c1ccc(N2CCN(C(=O)c3ccc4c(=O)n5c(nc4c3)SCC5)CC2)cc1` gave SSB-PriA inh -4.
For O=C(CSc1nc2scc(-c3ccc(F)cc3)c2c(=O)n1-c1ccccc1)N1CCOCC1 the results were SSB-PriA inh -11&-5.
For CC(C)(C)c1ccc(C(=S)N2CCN(c3ccccc3[N+](=O)[O-])CC2)cc1 the results were SSB-PriA inh 1.
For COc1ccc(C)cc1Nc1nc(C(=O)Nc2nccs2)cs1 the results were SSB-PriA inh -9.
Screening O=C(Cn1ccc2ccccc21)N1CCC(Oc2ccc(C(F)(F)F)cn2)CC1 returned SSB-PriA inh -13.
C=CCNC(=S)NN=Cc1ccc(OCc2ccccc2Cl)cc1 was read as SSB-PriA inh -14.

Three compounds from above, arranged by number of heavy atoms, ascending.
O=C1CCSCC(C(=O)NCCn2nc(-c3ccco3)ccc2=O)N1 (configuration not stated) was read as SSB-PriA inh -1.
For CC(C)(C)c1ccc(C(=S)N2CCN(c3ccccc3[N+](=O)[O-])CC2)cc1 the results were SSB-PriA inh 1.
`O=C(NCCc1ccccc1)C(=O)NCC(c1ccsc1)N1CCc2ccccc2C1` (configuration not stated) gave SSB-PriA inh -8.

Screens deposited in PubChem BioAssay by Small Molecule Screening Facility, UW Madison.

These rows are one share of the data; rates above refer to the full screens.
